KB-V1 MDR tox: KB-V1 MDR subline cytotoxicity; KB-V1 MDR cells viability, CellTiter-Glo, 72 h; 3.4% of 400,000 active; AID 1347076; Potency, µM (top dose mostly 46.1 µM), for inactives: top-dose activity change, negative = cytotoxicity, actives largely listed as cytotoxic; further: potency means the concentration at half of the fitted maximal effect; on the % scale 0 is the no-effect control and ±100 the full control effect; nearly all actives have a fitted effect of over 60% in size
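Cytotoxicity via CellTiter-Glo luminescence after 72 h compound exposure at 37 degrees C. Cells: drug-selected KB-V1 line, DMEM phenol-red free plus 10% FBS. Compounds tested at multiple concentrations; normalized data fitted to concentration-effect curves.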
HT1080NT lethal: kills 2HG-producing HT-1080-NT fibrosarcoma cells. HT-1080-NT fibrosarcoma viability, CellTiter-Glo ATP luminescence, 48 h. 1.6% of 360,000 active. Potency, µM (titrated, usually from 46.1 µM), for inactives: at the top dose activity, negative = less viability, hits mostly cytotoxic;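 further: NT is the 2HG producing partner of a matched IDH1 knockdown line; potency means the concentration at half of the fitted maximal effect; 0% = DMSO-treated cells and -100% = media-only wells without cells; nearly all actives have a fitted effect of over 55% in size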
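HT-1080-NT; 750 cells/well; 5% FBS RPMI; 48 h compound, 37 degrees C; CellTiter-Glo luminescence; curve fitting and curve-class assignment.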
SW480 rerep: inducers of DNA re-replication in SW480 colon cancer cells; AID 624297; Potency, µM (series often up to 46.1 µM), inactives show at the highest dose re-replication activation, most hits filed as activators; SW480 DNA re-replication, Hoechst DNA content imaging, 48 h; 1.8% of 340,000 active; further: potency means the concentration at half of the fitted maximal effect; % of control where 0% means no effect; nearly all actives have a fitted effect of over 55% in size
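Treated cells incubate 48 hr (37 C, 5% CO2), are stained 40 min with Hoechst, and nuclear fluorescence is enumerated; a rise in nuclei with high DNA signal marks re-replication.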
HT1080 IDH1KD tx: kills HT-1080 cells with IDH1 knockdown. AID 686971. HT-1080 IDH1 knockdown viability, ATP luminescence, 48 h. 2% of 360,000 active. Potency, µM (highest dose often 46.1 µM), for inactives: at the top dose activity, negative = toxicity, actives largely listed as cytotoxic;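 further: potency means the concentration at half of the fitted maximal effect; 0% = DMSO wells and -100% = cell-free medium wells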
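After a 2 h attachment period, IDH1KD HT-1080 cells took pin-transferred compound for 48 h at 37 °C; ATP-based luminescence after 10 min room-temperature reagent incubation reported viability.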
IL1B secr inh: inflammasome signaling inhibition, IL-1 beta readout | AID 743279 | activity change, % at 57.5 µM | THP-1 LPS/ATP IL-1B secretion, AlphaLISA, 16 h; hits give low values | 4.7% of 360,000 active; in the data active means activity change below about -50%; inconclusive means mostly about -30% to -49%; further: on the % scale 0 is the no-effect control and ±100 the full control effect
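Secreted IL-1B measured by AlphaLISA bead assay after 16 h compound exposure of THP-1 cells; compounds (final up to 57.5 uM) added 1 h before LPS (250 ng/mL) and ATP (1.25 mM) stimulation; lower signal means less secretion.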
KB-3-1 cytotox: KB-3-1 parental cell cytotoxicity | 1.4% of 400,000 active | KB-3-1 viability, CellTiter-Glo ATP luminescence, 72 h | AID 1347075 | Potency, µM (highest dose often 46.1 µM), for the others: top-dose activity change, negative = cytotoxic, most hits filed as cytotoxic; further: potency means the concentration at half of the fitted maximal effect; on the % scale 0 is the no-effect control and ±100 the full control effect; nearly all actives have a fitted effect of over 60% in size
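KB-3-1 parental drug-naive adenocarcinoma cells in DMEM/10% FBS, incubated 72 h at 37 C with pin-transferred compounds across a concentration series. Viability by CellTiter-Glo luminescence; concentration-response curves fitted after normalization.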
WRN helicase inh: inhibitors of human WRN helicase; WRN helicase unwinding, fluorescent forked duplex, kinetic; Potency, µM (doses to about 114 µM), without a hit: at the highest dose activity change, negative = inhibition, most hits filed as inhibitors; 0.46% of 360,000 active; AID 651768; further: potency means the concentration at half of the fitted maximal effect; on the % scale 0 is the no-effect control and ±100 the full control effect; nearly all actives have a fitted effect of over 55% in size
Target sequence (Q14191 whole entry, looked up): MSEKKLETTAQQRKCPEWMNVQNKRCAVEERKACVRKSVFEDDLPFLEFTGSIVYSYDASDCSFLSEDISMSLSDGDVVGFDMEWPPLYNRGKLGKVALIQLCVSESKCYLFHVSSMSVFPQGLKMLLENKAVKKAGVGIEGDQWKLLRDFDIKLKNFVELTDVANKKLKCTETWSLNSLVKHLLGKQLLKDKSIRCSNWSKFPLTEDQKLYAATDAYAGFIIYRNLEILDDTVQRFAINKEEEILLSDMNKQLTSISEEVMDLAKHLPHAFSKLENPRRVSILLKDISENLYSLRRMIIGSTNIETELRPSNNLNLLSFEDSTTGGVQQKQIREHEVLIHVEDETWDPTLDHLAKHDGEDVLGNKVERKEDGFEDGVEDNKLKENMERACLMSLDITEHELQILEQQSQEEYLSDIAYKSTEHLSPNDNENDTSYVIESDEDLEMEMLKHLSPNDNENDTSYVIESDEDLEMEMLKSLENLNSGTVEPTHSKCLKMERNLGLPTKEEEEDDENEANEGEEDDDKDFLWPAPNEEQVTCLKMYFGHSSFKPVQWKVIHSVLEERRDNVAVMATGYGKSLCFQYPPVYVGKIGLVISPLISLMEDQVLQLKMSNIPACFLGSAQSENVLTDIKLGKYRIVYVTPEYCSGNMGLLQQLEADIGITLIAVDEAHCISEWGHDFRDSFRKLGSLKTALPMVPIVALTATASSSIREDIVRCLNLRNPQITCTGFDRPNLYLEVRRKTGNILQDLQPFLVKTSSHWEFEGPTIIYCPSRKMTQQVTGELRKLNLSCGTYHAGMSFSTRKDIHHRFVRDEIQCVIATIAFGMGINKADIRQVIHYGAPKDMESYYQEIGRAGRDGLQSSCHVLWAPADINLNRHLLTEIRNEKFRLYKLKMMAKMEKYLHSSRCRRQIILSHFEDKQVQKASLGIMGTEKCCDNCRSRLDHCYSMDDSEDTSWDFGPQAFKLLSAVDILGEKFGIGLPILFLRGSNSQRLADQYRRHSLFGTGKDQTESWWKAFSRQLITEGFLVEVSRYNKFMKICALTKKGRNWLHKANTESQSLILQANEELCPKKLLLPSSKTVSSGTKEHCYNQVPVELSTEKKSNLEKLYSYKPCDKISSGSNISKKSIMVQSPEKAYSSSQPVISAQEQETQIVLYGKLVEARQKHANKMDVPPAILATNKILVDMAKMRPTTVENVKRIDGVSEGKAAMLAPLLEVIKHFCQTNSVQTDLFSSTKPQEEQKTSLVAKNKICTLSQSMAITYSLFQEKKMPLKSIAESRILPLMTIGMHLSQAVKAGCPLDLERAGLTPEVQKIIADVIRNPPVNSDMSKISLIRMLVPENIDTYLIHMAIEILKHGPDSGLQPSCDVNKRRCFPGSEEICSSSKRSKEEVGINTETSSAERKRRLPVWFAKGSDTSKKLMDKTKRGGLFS
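Enzyme (20 nM final) and test compound sit together 15 min at room temperature before substrate addition. Substrate is a single-forked duplex oligonucleotide (100 nM) labelled with fluorophore and quencher, with 2 mM ATP; helicase unwinding raises red fluorescence, read kinetically.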
MCF10A rereplic: inducers of DNA re-replication in MCF 10A breast cells | AID 624296 | 2.9% of 350,000 active | MCF 10A DNA re-replication, Hoechst nuclear intensity, 48 h | Potency, µM (series often up to 46.1 µM), without a hit: at the top dose activity, positive = re-replication, most hits filed as activators; further: potency means the concentration at half of the fitted maximal effect; % of control where 0% means no effect; nearly all actives have a fitted effect of over 50% in size
ATXN2 expr inh: ATXN2 expression inhibition; HEK-293 ATXN2-luciferase reporter, luminescence, 24 h; Potency, µM (series often up to 57 µM), for the others: at the top dose activity change, negative = inhibition, hits mostly inhibitors; 0.72% of 360,000 active; further: potency means the concentration at half of the fitted maximal effect; on the % scale 0 is the no-effect control and ±100 the full control effect; nearly all actives have a fitted effect of over 55% in size
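ATXN2-luciferase reporter cells (luciferase flanked by upstream and downstream ATXN2 gene portions) were treated 24 h at 37 °C with compounds at up to 57 uM. SteadyGlo luminescence gave expression; GF-AFC fluorescence gave viability.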
An asterisk follows results filed as active; ? = inconclusive; nt = no result given; [ ] = remark or other dose. Unless noted, the call rests on the fitted dose curve; in most records, active means well fitted curve in the direction sought with a large enough effect; inconclusive means small, poorly fitted or top-dose-only effect, or another doubt; inactive means no such curve, though single readings can be large; an effect the other way counts as inactive or inconclusive.

smiles	KB-V1 MDR tox	HT1080NT lethal	SW480 rerep	HT1080 IDH1KD tx	IL1B secr inh	KB-3-1 cytotox	WRN helicase inh	MCF10A rereplic	ATXN2 expr inh
COc1cc(/C=C/C(=O)O)cc(S(=O)(=O)Nc2cccc(SC)c2)c1OC	-7%	-1%	nt	3%	0	20%	-10%	-3%	5%
CC(C)[C@H](NC(=O)c1ccco1)C(=O)N(C)Cc1c(F)cccc1Cl	?	-1%	0%	-1%	5	3%	3%	5%	-8%
COc1ccc(CN(Cc2cc3cc4c(cc3[nH]c2=O)OCO4)C(=O)NC2CCCCC2)cc1	-17%	-15%	10%	-18%	-27	?	-1%	7%	-15%
COc1ccc(C(=O)NCc2nnc(SCC(=O)NCc3ccco3)o2)cc1OC	11%	0%	0%	1%	10	2%	-3%	-3%	nt
CCC(=O)N1c2ccccc2-c2nnc(SC)nc2OC1c1ccc(N(C)C)cc1 (stereo unspecified)	0%	5%	-13%	-4%	-10	-1%	-2%	21%	9%
COc1cccc(CNC(=O)c2ccccc2-c2ccccc2C(=O)O)c1	12%	20%	2%	1%	-3	-2%	-8%	-5%	6%
CC(=O)c1cccc(NC(=O)C2CCCN(S(=O)(=O)c3ccc(F)cc3)C2)c1 (stereo unspecified)	0%	-2%	1%	-12%	-19	14%	-2%	8%	-3%
COc1ccc(NC(=O)Nc2nc3ccccc3s2)cc1	-3%	-20%	-2%	-2%	?	6%	-9%	8%	72%[activator]
CCc1cc(C(=O)Nc2ccc(OC)nc2)sc1C	?	4%	2%	10%	0	26%	-13%	10%	22%
NC(=O)c1nc(C(=O)N2CCN(c3ccccc3)CC2)c2ccccc2n1	-7%	1%	1%	-1%	45	?	-1%	?	12%
CCC1(c2ccc(F)cc2)NC(=O)N(CC(=O)NCc2ccc(C)cc2)C1=O (stereo unspecified)	-1%	1%	-3%	6%	-7	3%	8%	4%	-13%
COc1ccc(CN(CC2CCCO2)C(=O)c2cc3ccccc3oc2=O)cc1 (stereo unspecified)	1%	7%	1%	14%	9	2%	-2%	3%	nt
N/C(=N\O)c1ccccc1-n1cccc1	21%	-1%	0%	3%	0	21%	-4%	2%	0%
Cc1ccc(O)c(C(=O)c2cnc(/N=C(\N)N(C)C)nc2)c1	2%	0%	-1%	3%	-10	0%	5%	-9%	28%
Cc1nc2ccc([N+](=O)[O-])cc2c(=O)n1Cc1ccc(F)cc1	-17%	-2%	-9%	-25%	-2	-5%	4%	28%	21%
Cc1cc(F)ccc1S(=O)(=O)N1CCCOC1CNC(=O)C(=O)NCCc1c[nH]c2ccccc12 (stereo unspecified)	3.3µM*	-2%	18%	-4%	?	?	-1%	?	0%
Cc1ccc(C(=O)NNCC(=O)Nc2ccc(Cl)cc2F)cc1	-2%	-2%	-15%	-3%	-2	6%	1%	9%	nt
Cc1cc(C)c2c(CN3CCCC3)cc(=O)oc2c1	-7%	21%	nt	13%	-15	0%	-16%	nt	0%
COC(=O)c1ccc(N=NN2CCCCCC2)cc1	-34%	-6%	-23%	-1%	-63*	-12%	9%	15%	64%[activator]
O=C(CCCN1C(=O)/C(=C\c2ccccc2)SC1=S)Nc1ccccc1O	-28%	-7%	?	?	-72*	-18%	1%	18%	-15%
CC(C)(C)OC(=O)N/N=C\c1ccc(OC(=O)c2cccs2)cc1	-4%	-4%	2%	-1%	?	4%	-33%[57.1 µM]	-4%	34%
CCN(CC)S(=O)(=O)c1cccc(-c2nnc(SCC(=O)NC3CCCCCCC3)n2N)c1	-23%	-15%	2%	?	13	?	3%	9%	-7%
O=C(Nc1nccs1)c1nc(-c2ccccc2)n(-c2ccccc2)n1	0%	0%	-5%	1%	11	-18%	6%	16%	37%[activator]
CC(=O)N1c2c(cc(Br)cc2S(=O)(=O)N2CCN(C(=O)c3ccco3)CC2)CC1C (stereo unspecified)	?	4%	3%	0%	0	-6%	4%	4%	10%
O=S(=O)(NCc1ccccc1)c1cnc[nH]1	?	20%	1%	21%	-3	9%	0%	2%	-16%

Following part:
smiles	KB-V1 MDR tox	HT1080NT lethal	SW480 rerep	HT1080 IDH1KD tx	IL1B secr inh	KB-3-1 cytotox	WRN helicase inh	MCF10A rereplic	ATXN2 expr inh
C=CCn1c(SCc2c(Cl)cccc2Cl)nnc1-c1cccnc1	-28%	-12%	?	-24%	-19	-12%	-15%	?	-14%
O=C(N/N=C/c1cc(Br)ccc1O)c1ccncc1	-11%	?	?	?	162	?	-6%	?	2.8µM*
Clc1ccc(Sc2oc(/C=N/n3cnnc3)cc2Br)cc1	0%	8%	1%	-6%	0	3%	-9%	5%	1%
NC(=O)COC(=O)[C@H](Cc1c[nH]c2ccccc12)NC(=O)c1ccc(F)cc1	24%	4%	0%	-2%	34	?	8%	?	4%
COc1cccc(NC(=O)NC2(C(F)(F)F)Oc3ccccc3O2)c1	-17%	-20%	1%	-27%	65	?	-9%	9%	11%
O=C(CCNS(=O)(=O)c1ccc2nsnc2c1)N1CCN(c2ccncc2)CC1	?	-2%	?	2%	-5	0%	11%	?	7%
CCn1c(CSc2nc(C)cs2)nc2cc(S(=O)(=O)N(C)C)ccc21	-29%	-9%	-1%	1%	24	-8%	-7%	14%	-6%
Cc1ccccc1N=C1Nc2ccccc2CS1	?	-6%	24%	-5%	-1	?	0%	?	56%[activator]
Cc1ccccc1S(=O)(=O)N1C[C@@H]2C(C(=O)C[C@@H]3C(=O)N(C)C(=O)[C@@H]32)[C@@H]1c1ccc(Cl)cc1 (stereo partly specified)	-22%	0%	nt	0%	0	1%	1%	nt	nt
Cn1c(=O)n(Cc2ccccc2F)c2ccccc21	-2%	-13%	-2%	-2%	-11	-4%	1%	0%	-8%
Cc1cc(NC(=O)CSc2nc3ccsc3c(=O)n2NC(=O)c2ccccc2)no1	?	20%	-7%	1%	-16	12%	-17%	-1%	21%
Cc1oc(-c2ccc3c(c2)OCCO3)cc1C(=O)NC(CCC(=O)O)C(=O)O (stereo unspecified)	13%	7%	-25%	11%	-9	12%	-1%	3%	32%
COc1ccc(CN(C)C[C@H]2Oc3c(NC(=O)Nc4ccccc4)cccc3C(=O)N([C@H](C)CO)C[C@@H]2C)cc1	20%	-7%	5%	-3%	-7	0%	-4%	?	-34%
CC(C)c1nc(SCC(=O)Nc2nc3c(s2)CCCC3)c2ccccc2n1	15µM*	?	?	11µM*	-63*	-28%	-27%	?	?
O=C(CC1C(=O)N(c2ccccc2)C(=S)N1c1ccccc1)c1ccc(Br)cc1 (stereo unspecified)	-24%	-1%	4%	-26%	-19	23%	-25%[57.1 µM]	-2%	-17%[11.3 µM]
CN(CC(=O)Nc1ccc(Cl)cc1)C(=O)C1CCCC1	-13%	14%	1%	0%	-6	0%	0%	-18%	25%
C[N+]1(CC(=O)Nc2ccc(F)cc2)CCN(C(=O)c2ccco2)CC1	0%	-12%	7%	-1%	-22	-2%	-1%	19%	-1%
CC(Cc1ccccc1)C(=O)Nc1ccccc1 (stereo unspecified)	10%	1%	-6%	-2%	23	6%	7%	?	3%
O=C(N/C(=C/c1ccc(F)cc1)C(=O)N1CCOCC1)c1ccco1	3%	8%	nt	7%	-8	0%	4%	nt	nt
COc1ccc2sc(-c3ccc(N(C)C)cc3)c(C#CCCO)c2c1	?	16µM*	4.1µM*	?	-9	?	-6%	?	-8%
NNC(=O)c1ccc(N2CCCCCC2)c([N+](=O)[O-])c1	5%	?	-4%	?	-9	-2%	9%	?	-13%
COc1ccc(CN(C)C2CCCCC2)c(C)c1C	-19%	0%	-2%	?	-4	-4%	-2%	-3%	-17%
Cc1ccc(C2CC(C(F)F)n3ncc(C(=O)Nc4c(C)nn(Cc5c(F)cccc5Cl)c4C)c3N2)cc1 (stereo unspecified)	-7%	-23%	?	-19%	-22	-19%	-2%	6%	0%
CC(C)CCNC(=O)COC(=O)/C=C/c1ccc2ccccc2n1	24%	?	-10%	1%	-59*	5%	-8%	-1%	-11%
O=C(O)Cc1sc(NCCc2ccccc2)nc1-c1ccc(F)cc1	-12%	-5%	-28%	1%	-10	-5%	-9%	?	-1%

Quoted at random: 2 records from the list, in no set order.
smiles	KB-V1 MDR tox	HT1080NT lethal	SW480 rerep	HT1080 IDH1KD tx	IL1B secr inh	KB-3-1 cytotox	WRN helicase inh	MCF10A rereplic	ATXN2 expr inh
Cc1ccccc1N=C1Nc2ccccc2CS1	?	-6%	24%	-5%	-1	?	0%	?	56%[activator]
CC(C)c1nc(SCC(=O)Nc2nc3c(s2)CCCC3)c2ccccc2n1	15µM*	?	?	11µM*	-63*	-28%	-27%	?	?

(next part)
smiles	KB-V1 MDR tox	HT1080NT lethal	SW480 rerep	HT1080 IDH1KD tx	IL1B secr inh	KB-3-1 cytotox	WRN helicase inh	MCF10A rereplic	ATXN2 expr inh
CC(C)CC(=O)c1c[nH]c(C(=O)O)c1	9%	-2%	-2%	0%	24	2%	-5%	-3%	-24%
CCC(C)c1ccc(C(CC)NC(=O)C2CCCO2)cc1 (stereo unspecified)	-16%	?	?	-19%	37	-18%	6%	-6%	-13%
Cc1nc(Nc2ccccc2C(F)(F)F)sc1C(=O)N(C)C	0%	6%	-24%	-9%	-52*	-1%	-2%	28%	28%
COc1ccc(OC)c(NC(=O)COC(=O)C2CCCCC2)c1	0%	-5%	-1%	-3%	19	13%	-22%	-2%	-9%
CC(C)(C)n1ncc2c(=O)n(CC(=O)OCc3ccccc3)cnc21	11%	0%	-8%	-5%	-12	-2%	-4%	10%	80%[activator]
CC(=O)Nc1ccc(C(C#N)c2ccccc2)cc1 (stereo unspecified)	0%	8%	18%	5%	6	10%	5%	5%	13%
